GPR7 antag: human neuropeptides B/W receptor 1 antagonism | P48145 | GPR7-expressing cells, fluorescence antagonist assay | inhibition, % at 4.4 µM | actives 1.1% (n = 290,000) | AID 1861; in the data active = inhibition above about 16%, passing the limit was not always enough;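 also: cells stimulated with the agonist NPW; 0% = agonist with vehicle and 100% = vehicle without agonist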
Target sequence (P48145 whole entry, looked up): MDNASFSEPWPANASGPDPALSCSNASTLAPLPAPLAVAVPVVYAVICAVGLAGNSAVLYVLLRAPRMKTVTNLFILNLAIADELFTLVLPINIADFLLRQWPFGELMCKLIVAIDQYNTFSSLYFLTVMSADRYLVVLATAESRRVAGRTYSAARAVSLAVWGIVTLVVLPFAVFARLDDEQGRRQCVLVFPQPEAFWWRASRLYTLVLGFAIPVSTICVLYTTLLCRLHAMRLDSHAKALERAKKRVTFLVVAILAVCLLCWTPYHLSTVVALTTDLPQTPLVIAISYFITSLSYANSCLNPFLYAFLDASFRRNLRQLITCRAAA
FID counter: fluorescent intercalator displacement, NS3 helicase counter-screen; DNA fluorescent intercalator displacement, fluorescence; AID 1845; actives 0.17% (n = 290,000); inhibition, % at 7.9 µM; in the data active = inhibition above about 37%;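 also: 0% = vehicle and 100% = reference compound; higher means more ethidium bromide displaced from hairpin DNA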
OXTR agonist: agonists of human oxytocin receptor | P30559 | CHO-OTR cells, Fluo-8 calcium fluorescence; normalized: DMSO 0%, oxytocin 100% | activation, % at 3 µM | actives 0.32% (n = 320,000) | AID 2435;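 active = activation above the mean of all tested compounds plus 3 SD, cutoff set per screening run, cut at about 20% in these data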;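 also: peak over basal fluorescence ratio from a 100 s FLIPR kinetic read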
PHOSPHO1 block: blocks human PHOSPHO1 phosphatase activity | recombinant PHOSPHO1, absorbance phosphatase assay | AID 1565 | inhibition, % at 13.3 µM | actives 1.1% (n = 290,000) | Q8TCT1; in the data active = inhibition above about 60%
VIM-2 inh: inhibitors of Pseudomonas aeruginosa VIM-2 metallo-beta-lactamase; purified VIM-2, nitrocefin hydrolysis, epi-absorbance fluorescence; inhibition, % at 5.6 µM; actives 0.89% (n = 290,000); AID 1527;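 active = inhibition above the mean of all tested compounds plus 3 SD, cutoff set per screening run, cut at about 7.5% in these data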;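 also: red hydrolysis product quenches plate fluorescence so inhibitors raise well fluorescence; 0% = enzyme with DMSO and 100% = DMSO without enzyme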
GalR3 antag: human GalR3 antagonism | inhibition, % at 3 µM | AID 651719 | HEK293 GalR3-CNG cAMP membrane potential fluorescence; galR3 body fused to GalR1 C-terminus | actives 0.44% (n = 360,000);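 active = inhibition above the screen-wide average plus 3 SD, cut at about 13% in these data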;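 also: forskolin and galanin both at EC90 stimulate the cells; cAMP rise reported by CNG channel membrane potential dye signal; 0% = forskolin plus galanin with DMSO and 100% = forskolin alone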
Target sequence (O60755 1-299 limits assumed): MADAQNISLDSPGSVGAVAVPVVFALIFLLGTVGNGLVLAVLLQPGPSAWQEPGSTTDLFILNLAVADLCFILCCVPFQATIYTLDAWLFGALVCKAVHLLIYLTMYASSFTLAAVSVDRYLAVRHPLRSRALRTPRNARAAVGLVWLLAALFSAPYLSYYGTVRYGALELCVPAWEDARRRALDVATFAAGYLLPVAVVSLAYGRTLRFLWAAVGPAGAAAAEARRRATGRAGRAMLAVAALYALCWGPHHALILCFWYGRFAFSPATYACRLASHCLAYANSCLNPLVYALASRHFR
IMP-1 inh: inhibitors of Pseudomonas aeruginosa IMP-1 metallo-beta-lactamase; purified IMP-1, nitrocefin hydrolysis, epi-absorbance fluorescence; inhibition, % at 5.6 µM; actives 0.45% (n = 290,000);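 active = inhibition above the mean plus 3 SD of all compounds in the same screening run, cut at about 4.5% in these data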;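 also: 0% = IMP-1 with DMSO and 100% = DMSO wells lacking enzyme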
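Assay system: purified recombinant IMP-1 beta-lactamase. Input: IMP-1 0.2 nM before substrate addition. Buffer or medium: Zinc- and detergent-supplemented HEPES buffer, pH 7.1. Schedule: 25 °C, 15 min preincubation, 25 min reaction. Signal: Epi-absorbance fluorescence, 480 nm excitation, 530 nm emission. Evaluation: percent inhibition from optical density relative to buffer-blank wells.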
HCV NS3 hel inh: inhibitors of Hepatitis C virus NS3 helicase; inhibition, % at 10.9 µM; actives 0.56% (n = 290,000); NS3 helicase DNA unwinding, Cy5 molecular beacon fluorescence;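 active = inhibition above the mean of all tested compounds plus 3 SD, set per campaign, cut at about 35% in these data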;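 also: 0% = DMSO wells and 100% = thioflavine S control wells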
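assay system = NS3 helicase fragment of HCV | buffer or medium = MOPS pH 6.5, MgCl2, DTT, Tween20, BSA | timing = 60 min unwinding reaction at 25 °C after ATP addition | signal = Cy5 beacon fluorescence read at start and 1 h | read-out basis = % inhibition of unwinding | control set = low DMSO, high thioflavine S at 110 µM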
V1R ag counter: V1a receptor agonism, counter-screen for OXTR agonists; P37288; CHO-V1R cells, Fluo-8 calcium fluorescence, agonist mode; 0% DMSO, 100% 3 nM vasopressin; activation, % at 3 µM; actives 0.25% (n = 320,000); AID 2797;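 active = activation above the mean activation of all tested compounds plus 3 SD, per screening run, cut at about 20% in these data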;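 also: signal is peak over basal fluorescence ratio across a 100 second FLIPR read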
Target sequence (P37288 whole entry, looked up): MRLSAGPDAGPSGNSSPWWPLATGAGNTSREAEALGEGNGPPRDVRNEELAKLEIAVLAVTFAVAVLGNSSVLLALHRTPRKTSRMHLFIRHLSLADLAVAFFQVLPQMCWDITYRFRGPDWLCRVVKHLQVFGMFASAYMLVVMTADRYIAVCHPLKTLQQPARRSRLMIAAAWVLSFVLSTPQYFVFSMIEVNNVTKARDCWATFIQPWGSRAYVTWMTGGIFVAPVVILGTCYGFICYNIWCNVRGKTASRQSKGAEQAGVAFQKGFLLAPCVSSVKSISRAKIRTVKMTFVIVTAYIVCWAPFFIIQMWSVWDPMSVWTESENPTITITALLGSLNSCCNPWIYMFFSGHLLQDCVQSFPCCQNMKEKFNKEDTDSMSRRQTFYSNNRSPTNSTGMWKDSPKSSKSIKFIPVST
Active calls of the source: *; · = no result given. Compounds were not picked by outcome; any-hit rate near 4.3%.

Sequence of screens: GPR7 antag	FID counter	OXTR agonist	PHOSPHO1 block	VIM-2 inh	GalR3 antag	IMP-1 inh	HCV NS3 hel inh	V1R ag counter
> COc1cccc(-c2nc3cc(C)ccc3o2)c1
    -11	-2	-2.0	-1	-0.7	0	1.7	1	-1.2
> CCOc1ccnc2c1c(=O)n(Cc1cc(OC)cc(OC)c1)c(=O)n2C
    -6	-11	-1.2	30	0.6	3	-1.5	7	1.4
> CC(=O)Nc1ccc(S(=O)(=O)NCCCc2ccccc2)cc1
    8	-7	1.4	14	2.7	-2	1.1	17	3.9
> COc1ccc2c(c1OC)C(=O)N(C(C)C(=O)O)C2=O (stereo unspecified)
    -11	2	0.1	40	-3.9	-10	-1.3	2	-0.3
> N#CC1=C2SCCN2C(=O)C(C#N)C12CCCCC2 (stereo unspecified)
    1	-5	0.1	12	1.2	-5	-3.3	2	0.2
> CCn1ncc(Cl)c1C(=O)Nc1ccncc1
    -7	1	1.2	-16	-2.1	-2	1.9	-3	0.7
> COc1ccc(Nc2cc(Nc3ccccc3)ncn2)cc1
    -9	-16	-0.4	23	-4.3	-10	-2.6	-13	-0.3
> COc1cc2c(cc1OC)-c1cc(NC3CCCCC3)nc(=O)n1CC2
    -13	-20	-1.1	-21	-4.3	44*	-1.9	3	-0.5
> O=C(/C=C/c1ccccc1)NCCC1=CCCCC1
    0	-17	-2.7	1	-0.1	-6	-0.8	4	-0.9
> Cc1cc(NC(=O)CSc2nc(Cc3ccc(O)cc3)c(C)[nH]2)no1
    12	-7	-0.5	43	1.4	0	2.2	17	0.2
> COc1ccc(CN(C(=O)c2cc3ccccc3oc2=O)C2CCCC2)cc1
    -10	-35	-2.4	-8	-1.1	-7	-1.9	-3	0.1
> COc1ccc2c(=O)c3c(=O)n(-c4ccccc4)c(-c4ccco4)nc3oc2c1
    -4	1	-0.7	-10	-4.2	-5	-4.2	5	0.5
> O=C(NC1=NCCS1)c1cc(-c2ccc(F)cc2)nc2ccccc12
    -6	-2	0.2	-19	-2.1	-5	-1.5	-9	-0.2
> CS(=O)(=O)Nc1ccc(C(=O)Nc2ccc(S(=O)(=O)N3CCCCC3)cc2)cc1
    -14	-19	·	27	-2.5	-3	-3.1	-9	·
> COC(=O)CSc1nnc(COc2cccc3ccccc23)o1
    -14	-27	-0.1	52	-2.8	-13	-2.9	-2	6.9
> O=C(O)c1ccccc1-c1ccccc1C(=O)Nc1ccccc1-c1ccccc1
    -6	-31	0.1	-32	1.9	0	0.4	8	-0.4
> COc1cccc(CNC(=O)CN(C)S(=O)(=O)c2cnc[nH]2)c1
    -7	1	0.4	-4	-3.1	-2	-5.3	0	0.8
> CCc1ccnc(NS(=O)(=O)c2ccc3c(c2)CCO3)c1
    -5	-3	0.1	-6	-3.4	0	-3.0	-15	2.8
> O=C(Nc1ncc2c(n1)CC(c1ccco1)CC2=O)c1ccco1 (stereo unspecified)
    -13	-2	-0.2	25	0.9	-1	-0.4	2	2.6
> O=C(CSc1nnc(-c2cccnc2)n1Cc1ccco1)N1c2ccccc2Sc2ccccc21
    0	-38	1.4	-23	-2.6	-1	-2.2	-13	1.6
> CC1(C)OC2OC(COC(=O)c3ccccc3)C3OC(C)(C)OC3C2O1 (stereo unspecified)
    -9	-19	-1.0	-9	-1.7	2	-1.6	-3	-0.4
> CCC(Oc1ccc(Cl)cc1)C(=O)N1CC(=O)Nc2ccccc21 (stereo unspecified)
    -8	-25	-0.4	48	1.2	-3	0.8	-4	-0.2
> Cc1ccc(NC(=O)Nc2ccc3c(c2)CCC3)cc1C
    1	-5	-0.7	51	-6.0	-3	-1.8	-1	-0.1
> CCSc1nc2c(c(=O)n1CC)SC(C)C2 (stereo unspecified)
    -9	4	-1.3	6	0.8	-9	0.0	3	-0.6
> CC(=O)Nc1cccc(/C(C)=N/NC(=O)c2ccc(NS(=O)(=O)c3cccs3)cc2)c1
    -12	-18	-0.6	28	-3.2	4	-4.2	-6	-0.1
> Cc1ccc(C)c(OCc2nnc(SCC(=O)NCc3ccc4c(c3)OCO4)o2)c1
    -8	-27	-0.6	-7	-2.4	-2	-1.9	14	2.0
> S=c1[nH]c2ccc(Cl)cc2[nH]1
    -13	0	-1.3	-3	-3.6	1	-6.1	0	-0.5
> CCC(C)NC(=O)c1c(F)c(F)c(F)c(F)c1F (stereo unspecified)
    -7	4	1.4	0	-1.1	-2	-2.4	-1	0.6
> CC1CN(CCOc2ccccc2C(C)C)CC(C)O1 (stereo unspecified)
    -19	0	-1.3	3	0.5	-9	-1.4	-10	-0.5
> O=C(NCc1ccccc1C(F)(F)F)C12CN(Cc3ccccc3)CC1C(c1ccc([N+](=O)[O-])cc1)=NO2 (stereo unspecified)
    7	0	0.3	11	-3.9	-4	-2.8	-12	3.1

A second format for some results above.
> O=C(NC1=NCCS1)c1cc(-c2ccc(F)cc2)nc2ccccc12
  GPR7 antag: -6
  FID counter: -2
  OXTR agonist: 0.2
  PHOSPHO1 block: -19
  VIM-2 inh: -2.1
  GalR3 antag: -5
  IMP-1 inh: -1.5
  HCV NS3 hel inh: -9
  V1R ag counter: -0.2
> Cc1cc(NC(=O)CSc2nc(Cc3ccc(O)cc3)c(C)[nH]2)no1
  GPR7 antag: 12
  FID counter: -7
  OXTR agonist: -0.5
  PHOSPHO1 block: 43
  VIM-2 inh: 1.4
  GalR3 antag: 0
  IMP-1 inh: 2.2
  HCV NS3 hel inh: 17
  V1R ag counter: 0.2
> CCOc1ccnc2c1c(=O)n(Cc1cc(OC)cc(OC)c1)c(=O)n2C
  GPR7 antag: -6
  FID counter: -11
  OXTR agonist: -1.2
  PHOSPHO1 block: 30
  VIM-2 inh: 0.6
  GalR3 antag: 3
  IMP-1 inh: -1.5
  HCV NS3 hel inh: 7
  V1R ag counter: 1.4
> O=C(CSc1nnc(-c2cccnc2)n1Cc1ccco1)N1c2ccccc2Sc2ccccc21
  GPR7 antag: 0
  FID counter: -38
  OXTR agonist: 1.4
  PHOSPHO1 block: -23
  VIM-2 inh: -2.6
  GalR3 antag: -1
  IMP-1 inh: -2.2
  HCV NS3 hel inh: -13
  V1R ag counter: 1.6

Remaining list, next part
Sequence of screens: GPR7 antag	FID counter	OXTR agonist	PHOSPHO1 block	VIM-2 inh	GalR3 antag	IMP-1 inh	HCV NS3 hel inh	V1R ag counter
> NC(=O)NC(Cc1ccccc1)C(=O)NCC1(N2CCCCC2)CCCCC1 (stereo unspecified)
    -12	0	-0.1	-17	-0.1	-1	-3.7	3	-0.6
> O=C(Nc1ccc2c(c1)OCO2)C1CCN(S(=O)(=O)c2cccc3cccnc23)CC1
    -10	-20	-1.4	36	0.6	-1	-1.8	-4	-0.1
> Cc1c(NC(=O)COC(=O)C2(c3ccccc3F)CCCC2)c(=O)n(-c2ccccc2)n1C
    -5	-19	-0.3	36	-2.4	-4	-0.9	-17	1.5
> COc1cccc(C(=O)N2CCCC(c3nc(-c4cccs4)no3)C2)c1 (stereo unspecified)
    -13	-28	4.2	-17	-3.4	-7	-4.1	8	4.3
> CN1CCN(c2ccc(NC(=O)COc3ccc4ccccc4c3)cc2)CC1
    11	14	10	40	6.1	-10	0.3	-58	9.1
> Clc1ccc(-n2ncc3c(N4CCCCCC4)ncnc32)cc1
    2	0	-0.4	-22	-1.9	7	0.4	-8	-0.3
> Cc1ccc(S(=O)(=O)N2CCC(C(=O)N3CCN(c4ccccn4)CC3)CC2)cc1
    -13	-29	-0.8	18	-1.3	2	-0.3	-8	2.0
> COc1ccc(C(=O)CSc2nnc(Cn3cnc4ccccc43)o2)cc1
    4	-17	20*	24	-3.5	95*	-7.2	14	15
> O=C(NCCN1CCOCC1)C(=O)NCc1ccco1
    -2	1	-0.2	23	-0.9	0	-0.9	2	0.3
> CCn1c(=S)sc2c(=O)n(-c3ccccc3)c(SC)nc21
    -6	-3	-1.8	23	-0.9	-6	-3.5	-2	-1.3
> COc1ccc(CNC(=O)c2cccc(N3CCCC3=O)c2)cc1
    4	-16	0.3	-23	0.1	-2	-2.3	-2	0.7
> CCCNC(=O)c1ccc(N2CCC3(CC2)CC(c2ccccc2)=NO3)c(NC(=O)c2ccco2)c1
    -6	-44	-1.5	25	0.5	4	-2.6	-8	0.9
> CCc1nnc(N2C(=O)c3ccc(Oc4ccc([N+](=O)[O-])cc4)cc3C2=O)s1
    -13	-31	0.2	-7	1.7	-9	0.1	8	-0.1
> CCOCCCNC(=O)CN1C(=O)CSc2ccc(S(=O)(=O)N3CCOCC3)cc21
    8	-17	0.9	4	-2.7	-9	-1.7	7	0.9
> COc1cc(NC(=O)c2cccnc2SC)cc(OC)c1
    -3	-2	-0.4	32	-3.6	-2	-2.2	-8	0.0
> COc1cccc(N2CCN(C3CC(=O)N(c4ccc(F)c(Cl)c4)C3=O)CC2)c1 (stereo unspecified)
    -10	-36	1.9	-21	-0.7	0	-2.2	5	1.6
> CCOc1ccc(NC(=O)NNC(=O)c2ccc(CC)s2)cc1
    -4	-5	-0.5	24	-3.4	-4	-2.3	0	0.0
> O=C(Cc1ccc(NC2=NC3CS(=O)(=O)CC3S2)cc1)NCc1ccccc1 (stereo unspecified)
    -8	-3	0.5	33	-2.5	·	-4.3	5	0.8
> COc1ccccc1NS(=O)(=O)c1cc(NC(=O)c2cc[n+]([O-])cc2)ccc1N1CCCC1
    -6	-14	-0.7	-24	-1.9	-12	-2.8	-8	-1.1
> COC(=O)Nc1ccc2c(c1)OCO2
    2	1	0.4	-13	-0.7	-1	-1.1	21	0.4
> CCOC(=O)c1[nH]cnc1C(=O)Nc1ccc(Cl)cc1
    -5	13	0.2	-25	-5.2	-7	-3.6	5	1.1
> Cc1ccc(CN2CCc3[nH]c(=O)[nH]c(=O)c3C2)cc1
    -4	10	-0.9	44	-0.8	1	-2.8	1	0.7
> CCCCC(=O)Nc1ccccc1Oc1ccccc1
    0	-10	-2.6	-26	-1.7	-3	-0.7	-9	-1.9
> CC(C)Sc1nc(N2CCOCC2)c2c(c1C#N)CC(C)(C)SC2
    -3	-5	-1.2	-12	1.5	-2	-1.6	0	-0.8
> Cc1cccc(NC(=O)C2CCN(S(=O)(=O)c3ccc4c(c3)C(C)(C)C(=O)N4C)CC2)c1C
    7	-49	-1.1	0	0.2	3	0.5	5	-0.2
> CN(CCO)c1ccc(-c2nn(C)c(=O)c3ccccc23)cc1[N+](=O)[O-]
    -7	-3	1.3	-6	17*	-3	-4.2	2	1.4
> COc1ccc(NC(=O)Cn2nc(C)c3ccccc3c2=O)cc1
    -16	-5	0.2	24	-1.4	0	-3.3	4	0.2
> COc1ccccc1-c1cc2nc(C)cc(C)n2n1
    -17	-9	-0.7	12	-1.4	-4	-3.7	15	-0.7

Records above printed as active in VIM-2 inh:
SMILES,GPR7 antag,PHOSPHO1 block,VIM-2 inh,GalR3 antag,IMP-1 inh,HCV NS3 hel inh
CN(CCO)c1ccc(-c2nn(C)c(=O)c3ccccc23)cc1[N+](=O)[O-],-7,-6,17*,-3,-4.2,2

Screening results (PubChem BioAssay)
